M1 ag parental: counter-screen for M1 agonists: effect in parental CHO-K1 cells; Fluo-8 calcium fluorescence; scaled to maximal ATP response, vehicle zero; 0.48% of 360,000 active; activation, % at 3 µM; AID 602248, 2012; in the data active means activation above about 15%;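 further: untransfected CHO-K1 host cells lacking M1 receptor as counterscreen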
CHRM4 agonist: human M4 muscarinic receptor agonists, primary screen, CHO-K1 cells, Fluo-8 calcium fluorescence | Muscarinic acetylcholine receptor M4 (Homo sapiens), P08173 | CHO-K1 hM4/Gqi5; vehicle 0%, full acetylcholine response 100% | activation, % at 3 µM | 0.14% of 360,000 active;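 active means activation above the run mean over all test wells plus 3 SD, cut at about 32% in these data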;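 further: peak over basal fluorescence ratio per well then scaled between controls; 0% = DMSO wells and 100% = acetylcholine at EC100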
Target sequence (P08173 whole entry, looked up): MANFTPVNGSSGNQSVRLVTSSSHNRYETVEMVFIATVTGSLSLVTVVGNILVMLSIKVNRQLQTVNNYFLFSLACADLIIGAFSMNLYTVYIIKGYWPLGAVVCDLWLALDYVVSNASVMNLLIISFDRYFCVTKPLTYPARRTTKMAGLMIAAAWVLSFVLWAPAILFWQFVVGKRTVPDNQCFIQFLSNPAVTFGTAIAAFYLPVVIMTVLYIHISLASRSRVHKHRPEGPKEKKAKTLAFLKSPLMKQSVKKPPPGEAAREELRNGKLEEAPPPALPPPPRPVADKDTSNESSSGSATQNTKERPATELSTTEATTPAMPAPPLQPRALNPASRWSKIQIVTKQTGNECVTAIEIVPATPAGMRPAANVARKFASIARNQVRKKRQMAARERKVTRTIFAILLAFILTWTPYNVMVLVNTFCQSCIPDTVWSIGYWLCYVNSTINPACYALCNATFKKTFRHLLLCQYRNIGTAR
M4 antag: human M4 muscarinic receptor antagonists, primary screen, CHO cells, Fluo-8 calcium fluorescence | Muscarinic acetylcholine receptor M4 (Homo sapiens), P08173 | CHO-hM4 cells, ACh EC80 | inhibition, % at 3 µM | 0.73% of 360,000 active;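 active means inhibition above its plate's cutoff, the mean inhibition of sample wells plus 3 SD, cut at about 27% in these data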;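 further: 0% = acetylcholine EC80 with DMSO and 100% = DMSO without agonist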
M5 antag: human M5 muscarinic receptor antagonists, primary screen, CHO cells, Fluo-8 calcium fluorescence; Muscarinic acetylcholine receptor M5 (Homo sapiens), P08912; 0.59% of 360,000 active; CHO-hM5 cells, ACh EC80; AID 624040, 2012; inhibition, % at 3 µM;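 active means inhibition above a per-plate cutoff, the mean of that plate's test compounds plus 3 SD, cut at about 27% in these data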;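 further: 0% = acetylcholine EC80 with DMSO and 100% = DMSO without agonist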
Target sequence (P08912 whole entry, looked up): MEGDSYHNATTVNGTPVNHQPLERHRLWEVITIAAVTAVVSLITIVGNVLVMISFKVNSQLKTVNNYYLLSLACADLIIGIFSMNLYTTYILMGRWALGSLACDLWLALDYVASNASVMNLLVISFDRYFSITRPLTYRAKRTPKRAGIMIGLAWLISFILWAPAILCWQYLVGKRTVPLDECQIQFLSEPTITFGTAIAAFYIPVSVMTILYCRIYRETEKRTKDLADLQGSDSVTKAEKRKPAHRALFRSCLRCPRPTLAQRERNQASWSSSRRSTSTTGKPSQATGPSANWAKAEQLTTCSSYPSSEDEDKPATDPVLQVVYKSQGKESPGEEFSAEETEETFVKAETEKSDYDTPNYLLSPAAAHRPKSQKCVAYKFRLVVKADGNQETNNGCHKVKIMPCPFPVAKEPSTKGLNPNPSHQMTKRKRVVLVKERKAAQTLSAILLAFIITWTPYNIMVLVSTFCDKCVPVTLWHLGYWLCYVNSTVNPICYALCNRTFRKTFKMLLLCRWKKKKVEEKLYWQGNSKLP
CHO-K1 Ca antag: M1 antagonist counterscreen hit in parental CHO-K1 cells | ATP-induced calcium, Fluo-8 fluorescence | inhibition, % at 3 µM | 0.6% of 360,000 active | AID 602250;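 active means inhibition above a per-plate cutoff, the plate's mean sample inhibition plus 3 SD, cut at about 24% in these data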;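 further: 0% = DMSO plus EC80 ATP and 100% = DMSO alone without ATP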
CHRM5 agonist: human M5 muscarinic receptor agonists, primary screen, CHO-K1 cells, Fluo-8 calcium fluorescence. CHO-K1 hM5 cells; 0% DMSO wells, 100% maximal acetylcholine response. 0.19% of 360,000 active. Muscarinic acetylcholine receptor M5 (Homo sapiens), P08912. activation, % at 3 µM;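 active means activation above the run's mean over test compounds plus 3 SD, cut at about 23% in these data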;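 further: signal is peak over basal fluorescence ratio across the kinetic read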
M1 PAM parental: nonselective calcium activators in parental CHO-K1 cells, primary screen, counter-screen for M1 PAM project, cell-based, Fluo-8 calcium fluorescence, full deck, 1536-well. ATP EC20; 0% at ATP EC20, 100% at ATP max. activation, % at 3 µM. 0.02% of 360,000 active. AID 602247, 2012;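 active means activation above the run cutoff, the mean activation of all test compounds plus 3 SD, cut at about 40% in these data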;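 further: peak over basal fluorescence ratio in a 140 s read after ATP addition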
M4 PAM: human M4 muscarinic receptor positive allosteric modulators, primary screen, CHO-K1 cells, Fluo-8 calcium fluorescence. Muscarinic acetylcholine receptor M4 (Homo sapiens), P08173. CHO-K1 hM4/Gqi5, ACh EC20; 0% = ACh EC20, 100% = maximal ACh. activation, % at 3 µM. 0.4% of 360,000 active. AID 624126, 2012;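 active means activation above its plate's cutoff, the mean activation of sample wells plus 3 SD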; further: some results filed as inactive read as strong as hits
CHRM5 PAM: human M5 muscarinic receptor positive allosteric modulators, primary screen, CHO-K1 cells, Fluo-8 calcium fluorescence; Muscarinic acetylcholine receptor M5 (Homo sapiens), P08912; CHO-K1 hM5, ACh EC20 PAM; 0% = ACh EC20, 100% = ACh EC100; activation, % at 3 µM; 0.3% of 360,000 active;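 active means activation above the run cutoff, the mean activation of all test compounds plus 3 SD, cut at about 18% in these data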
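Test system: CHO-K1 hM5 cells / Doses: single-point, 3 µM nominal / Times: Post-acetylcholine fluorescence recording 140 s / Technique: Fluo-8 calcium fluorescence / Measure: Max/basal fluorescence ratio as % of EC20–EC100 ACh window / Benchmarks: low control EC20 acetylcholine (0%), high control EC100 acetylcholine (100%) / Replicates: one well per compound, no replicates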
* marks the source's active call; other numbers are inactive results. Random draw from the library; any-hit rate near 2.7%.

# | Molecule | CHRM4 agonist | M4 antag | M1 ag parental | CHRM5 PAM | CHO-K1 Ca antag | M4 PAM | M1 PAM parental | M5 antag | CHRM5 agonist
1 | O=C(CSCc1cccc(CSCC(=O)Nc2ccccc2)n1)Nc1ccccc1 | 6 | -2 | 3.8 | -17 | 4 | -4 | 3 | 17 | 2
2 | CC1CCN(C(=O)CSc2nnc(Cc3cc(=O)[nH]c(=O)[nH]3)n2-c2ccc(Cl)cc2)CC1 | 0 | -17 | 0.3 | -4 | -5 | 4 | -2 | -4 | -2
3 | O=C(Nc1nc(-c2ccccc2)c(C(=O)c2ccccc2)s1)c1ccc(S(=O)(=O)N2CCCC2)cc1 | 1 | -9 | 0.1 | 12 | -18 | 24 | 15 | -9 | 1
4 | Cc1cc(N2CCOCC2)nc2ccc(NC(=O)CCC(=O)N3CCCC(C)C3)cc12 (centres undefined) | 2 | 4 | 0.9 | 3 | -2 | 14 | 8 | -2 | -1
5 | Cc1ccc(C(=O)OCC(=O)N(CC(C)C)c2c(N)n(Cc3ccccc3)c(=O)[nH]c2=O)cc1[N+](=O)[O-] | 0 | -2 | 0.6 | -1 | 6 | -1 | -6 | 0 | 5
6 | CCOc1ccc(C(C(=O)Nc2ccc(F)cc2)N(C(=O)Cn2nnc3ccccc32)C2CC2)cc1 (centres undefined) | -1 | 2 | 0.1 | -6 | -3 | -12 | 2 | 1 | -3
7 | CN(Cc1ccccc1)C(=O)c1ccc(COc2ccccc2)cc1 | 3 | -2 | 0.7 | -3 | 4 | -7 | -16 | 10 | -2
8 | Cc1ccc(CN2C(=O)C(CC(C)C)Nc3ncnc(N4CCCCC4)c32)cc1 (centres undefined) | -3 | -5 | 0.1 | -10 | 0 | -5 | 11 | 6 | -5
9 | CN(C)C(=O)CSc1nc2ccc(C(=O)c3ccccc3)cc2[nH]1 | 1 | 5 | 0.6 | -1 | -11 | -1 | 6 | -2 | -3
10 | COc1ccccc1S(=O)(=O)N(C)C[C@@H]1OCc2cnnn2CCCC(=O)N([C@H](C)CO)C[C@H]1C | 1 | -5 | -0.2 | 2 | 7 | -3 | -12 | -3 | -2
11 | O=C(Cc1ccccc1)NN1C(=O)c2ccccc2C1=O | 4 | 1 | 3.3 | 3 | -13 | 2 | 9 | 1 | -4
12 | CCN(CC)S(=O)(=O)c1ccc(N2CCOCC2)c(NC(=O)c2cccc(C#N)c2)c1 | 12 | -7 | 2.8 | -3 | -11 | -13 | 9 | 8 | 5
13 | CCCc1cc2nnc(SCC(=O)N(C)C3CCCCC3)n2c(N)n1 | 1 | 3 | 0.5 | -1 | -11 | -4 | 2 | 14 | -1
14 | COCCN(CCOC)S(=O)(=O)c1ccc(C(=O)Nc2nnc(COC)o2)cc1 | 0 | -4 | 0.1 | -3 | 5 | 2 | 3 | -3 | -2
15 | CN(C)c1cc[n+](CC(=O)Nc2ccc(Cl)cc2)cc1 | 1 | 10 | 0.3 | 0 | 14 | -9 | -11 | -2 | -8
16 | CCOC(=O)Nc1cccc(OCC(=O)Nc2ccccc2OCC)c1 | 3 | 2 | 0.8 | -8 | 24* | -3 | -6 | 10 | -4
17 | CC(C)c1ccccc1NC(=O)COC(=O)c1cccnc1 | 1 | -9 | 0.6 | -1 | -18 | 1 | 15 | 11 | -2
18 | O=C(c1cccs1)N1CCN(Cc2ccncc2)CC1 | 1 | 10 | 0.5 | -7 | -8 | 2 | 9 | 1 | 0
19 | Cc1sc(NC(=O)CN2CCOCC2)nc1-c1ccc2c(c1)CCN2S(=O)(=O)c1ccccc1 | 19 | 15 | 12 | -13 | 14 | -16 | -1 | 18 | 6
20 | CC(C)(C)c1ccc(OC(=O)Nc2ccc(O)c(C(=O)O)c2)cc1 | 3 | 2 | 0.6 | 4 | 4 | 6 | 5 | -12 | 0
21 | COc1ccc(O)c(/C=N/c2sc(C)c(C)c2C#N)c1 | 0 | 14 | -0.3 | -2 | 19 | -4 | -8 | 3 | 1
22 | Cc1[nH]c2ccccc2c1C(c1ccncc1)N1CCC(C)CC1 (centres undefined) | 0 | -3 | -0.1 | 9 | 6 | 1 | 11 | 9 | 3
23 | CCOc1ccc(OCC)c(NS(=O)(=O)c2ccc3c(c2)CCN3C(=O)C2CCC2)c1 | 3 | -6 | 12 | -3 | -1 | -1 | 14 | 11 | 0
24 | Cc1ccccc1/C(N)=N/OC(=O)c1cccs1 | 1 | -9 | -0.1 | -3 | -6 | 12 | 14 | 4 | -2
25 | CC(C)CCNC(=O)C1CCCN(S(=O)(=O)c2ccc3c(c2)CC(C)N3C(=O)C2CC2)C1 (centres undefined) | 7 | -3 | 3.6 | 2 | -3 | -4 | -20 | -8 | -1
26 | O=C(CSC1CC(=O)N(CC(c2ccccc2)c2ccccc2)C1=O)Nc1ccc(Cl)cc1 (centres undefined) | 2 | 13 | 1.3 | -5 | -7 | -3 | 9 | 2 | 1
27 | O=C(N/N=C/c1ccc([N+](=O)[O-])cc1)c1[nH]ncc1Br | 2 | -14 | 0.2 | 9 | -6 | 10 | 13 | -1 | 0
28 | CC(=O)Nc1ccc(NC(=O)C(C)OC(=O)c2ccc(S(=O)(=O)N3CCCCC3)cc2)cc1 (centres undefined) | 1 | 3 | 0.3 | 0 | 0 | 3 | 4 | 16 | 2
29 | O=C(CN(C(=O)CNS(=O)(=O)c1ccccc1)c1ccc2c(c1)OCCO2)NC1CCCCC1 | 1 | 3 | 0.5 | 0 | 2 | 1 | 1 | 0 | -2
30 | O=C(NCC1CCCO1)c1ccc(N2C(=O)C3CCCCC3C2=O)cc1 (centres undefined) | 2 | -9 | 0.0 | 0 | -16 | 12 | 1 | 7 | -1
31 | O=C(Nc1ccc2c(c1)OCCO2)c1cccnc1Oc1ccccc1 | 4 | -8 | 0.7 | -6 | -10 | -7 | 10 | 10 | -4
32 | C=CCn1c(SCC(=O)N2CCCC2)nc2c([nH]c3ccccc32)c1=O | 1 | -8 | 0.1 | 0 | 1 | 0 | -12 | 3 | -2
33 | Cc1ccc(S(=O)(=O)N2C[C@H]3N(C(=O)OC(C)C)N(C(=O)OC(C)C)C[C@H](OC(=O)Nc4c(C)noc4C)[C@@]3(O)C2)cc1 | 2 | -20 | -0.2 | -5 | 5 | 1 | 0 | 2 | 0
34 | COc1ccc(-n2ccnc(SCC(=O)NCc3ccc(C)cc3)c2=O)cc1Cl | 6 | -4 | 0.4 | -9 | 11 | 6 | -14 | 0 | 4
35 | O=C(COC(=O)c1ccc2c(c1)C(=O)N(c1cccc3ncccc13)C2=O)c1ccc(Cl)cc1 | 1 | 0 | -0.2 | 7 | -4 | -2 | -4 | -4 | 2
36 | O=C(COC(=O)C1CC(=O)N(Cc2ccco2)C1)c1ccc(OC(=O)c2ccco2)cc1 (centres undefined) | 2 | 0 | 0.2 | -7 | 9 | 4 | -7 | 7 | 7
37 | Cn1c(=O)c2c(nc(Br)n2Cc2nnc(N)s2)n(C)c1=O | -1 | 3 | 9.4 | 6 | -3 | 7 | -1 | 4 | 3
38 | O=C(C1CCC1)N1CCc2cc(S(=O)(=O)Nc3ccc4c(c3)OCO4)ccc21 | 4 | 1 | 3.1 | -2 | -16 | -4 | 17 | -3 | 0
39 | Cc1n[nH]c(C)c1S(=O)(=O)N(CC(=O)Nc1ccc2c(c1)OCCO2)c1ccc(C(C)C)cc1 | 7 | 6 | 1.5 | -10 | 0 | -10 | -3 | 4 | 0
40 | O=C(NCCc1ccccc1)c1ccc2nccnc2c1 | 5 | -6 | 1.3 | -5 | -2 | -1 | 2 | -7 | 4
41 | COc1ccc(/C=C/c2n[nH]c(=O)c(C#N)c2C)cc1 | 0 | 1 | -0.4 | 5 | -9 | 1 | 4 | 5 | -6
42 | Cc1cc(C)nc(N/C(=N\S(=O)(=O)Cc2ccccc2)Nc2cccc(Cl)c2C)n1 | 1 | -6 | 0.4 | 11 | -8 | 22 | 18 | -7 | 10
43 | Cc1ccc(CNC(=O)CCS(=O)(=O)c2ccc(C)cc2)cc1 | 0 | -12 | -0.2 | -1 | -5 | 4 | -2 | -2 | -2
44 | C#CCOCCOCCOCCNc1nc(N2CCN(C(=O)Cn3cc(CCCCN)nn3)CC2)nc(N2CCN(C(=O)[C@H](CCCCN)n3cc(CCCC)nn3)CC2)n1 | 2 | -6 | 0.6 | 9 | -11 | 5 | 24 | 4 | 2
45 | O=C(O)c1c2cc(Br)ccc2nc2[nH]c(=O)[nH]c(=O)c12 | 1 | -9 | 0.0 | -4 | -13 | 2 | 10 | 6 | 2
46 | O=C(NCc1ccco1)C1CCCN(S(=O)(=O)c2cccc3nsnc23)C1 (centres undefined) | 0 | 6 | -0.2 | -10 | -5 | -1 | -3 | 3 | -7

9 entries already listed, ordered by number of heavy atoms, falling:
# | Molecule | CHRM4 agonist | M4 antag | M1 ag parental | CHRM5 PAM | CHO-K1 Ca antag | M4 PAM | M1 PAM parental | M5 antag | CHRM5 agonist
33 | Cc1ccc(S(=O)(=O)N2C[C@H]3N(C(=O)OC(C)C)N(C(=O)OC(C)C)C[C@H](OC(=O)Nc4c(C)noc4C)[C@@]3(O)C2)cc1 | 2 | -20 | -0.2 | -5 | 5 | 1 | 0 | 2 | 0
6 | CCOc1ccc(C(C(=O)Nc2ccc(F)cc2)N(C(=O)Cn2nnc3ccccc32)C2CC2)cc1 (centres undefined) | -1 | 2 | 0.1 | -6 | -3 | -12 | 2 | 1 | -3
10 | COc1ccccc1S(=O)(=O)N(C)C[C@@H]1OCc2cnnn2CCCC(=O)N([C@H](C)CO)C[C@H]1C | 1 | -5 | -0.2 | 2 | 7 | -3 | -12 | -3 | -2
4 | Cc1cc(N2CCOCC2)nc2ccc(NC(=O)CCC(=O)N3CCCC(C)C3)cc12 (centres undefined) | 2 | 4 | 0.9 | 3 | -2 | 14 | 8 | -2 | -1
42 | Cc1cc(C)nc(N/C(=N\S(=O)(=O)Cc2ccccc2)Nc2cccc(Cl)c2C)n1 | 1 | -6 | 0.4 | 11 | -8 | 22 | 18 | -7 | 10
38 | O=C(C1CCC1)N1CCc2cc(S(=O)(=O)Nc3ccc4c(c3)OCO4)ccc21 | 4 | 1 | 3.1 | -2 | -16 | -4 | 17 | -3 | 0
7 | CN(Cc1ccccc1)C(=O)c1ccc(COc2ccccc2)cc1 | 3 | -2 | 0.7 | -3 | 4 | -7 | -16 | 10 | -2
22 | Cc1[nH]c2ccccc2c1C(c1ccncc1)N1CCC(C)CC1 (centres undefined) | 0 | -3 | -0.1 | 9 | 6 | 1 | 11 | 9 | 3
45 | O=C(O)c1c2cc(Br)ccc2nc2[nH]c(=O)[nH]c(=O)c12 | 1 | -9 | 0.0 | -4 | -13 | 2 | 10 | 6 | 2
